High-throughput results deposited in PubChem BioAssay by Broad Institute.
RAD52 inh – inhibitors of human RAD52 DNA annealing; P43351; recombinant RAD52 DNA annealing, FRET fluorescence; inhibition, % at 18.7 µM; 360,000 tested, 0.46% active;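 active means every replicate showing at least 50% inhibition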
Target sequence (P43351 whole entry, looked up): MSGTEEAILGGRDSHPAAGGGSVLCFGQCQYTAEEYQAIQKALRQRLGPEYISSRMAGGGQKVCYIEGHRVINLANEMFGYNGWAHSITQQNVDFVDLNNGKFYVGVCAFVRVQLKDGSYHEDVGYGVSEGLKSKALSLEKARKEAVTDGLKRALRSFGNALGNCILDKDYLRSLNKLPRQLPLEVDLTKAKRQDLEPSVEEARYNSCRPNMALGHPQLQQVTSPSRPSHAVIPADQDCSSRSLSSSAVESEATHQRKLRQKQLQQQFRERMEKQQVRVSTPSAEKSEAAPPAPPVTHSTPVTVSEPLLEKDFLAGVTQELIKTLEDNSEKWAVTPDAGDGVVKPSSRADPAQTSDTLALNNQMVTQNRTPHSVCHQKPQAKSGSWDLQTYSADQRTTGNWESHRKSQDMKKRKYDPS
E-selectin induc – E-selectin induction on HUVECs; P16581; HUVEC E-selectin immunofluorescence imaging; normalized: neutral wells 0, TNF-alpha wells 100; activation, % at 7.58 µM; 260,000 tested, 0.37% active; AID 686992;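 active means mean E-selectin-positive cell signal at least 10% of the positive control, reached in at least 60% of replicates, without over 20% cell loss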;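 further: in these data hits start at about 27%; measured in HUVEC primary endothelial cells; signal is the percent of cells scored E-selectin positive by PE staining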
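System: HUVEC, human umbilical vein endothelial cells; quantity: 3,000 cells/well; buffer or medium: EGM-2 medium, gelatin-coated wells; dosing: single-point compound dose; detection: immunofluorescence imaging; evaluation: % PE-positive cells; benchmarks: TNF-alpha, DMSO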
XiGFP reactiv – activators of X-chromosome reactivation in mouse fibroblasts. XiGFP mouse fibroblasts, % GFP-positive cells imaging, 3 d; cells co-treated with 5-aza-dC sensitizer; scaled so ellipticine positive control = 100%. activation, % at 7.58 µM. 360,000 tested, 0.055% active. AID 743238;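 active means mean normalized replicate activation at least 10% and every replicate at or above 10%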;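 further: 0% = median of on-plate neutral control wells and 100% = ellipticine 6 µM median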
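Schedule: 3 d treatment, 15 min room-temperature fixation; system: 68-5-11 XiGFP fibroblast line; buffer or medium: DMEM plus 5-aza-dC sensitizer; control set: ellipticine 6 µM positive control; compound: one concentration, pinned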
EWS-Fli block – blocks EWS/Fli oncoprotein-driven transcription. 350,000 tested, 0.67% active. inhibition, % at 12.6 µM. A673 NR0B1-luciferase reporter, viability-normalised;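 active means mean inhibition of at least 50% after viability correction, with every replicate also passing that limit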;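 further: firefly luciferase signal divided by Alamar Blue viability fluorescence both relative to DMSO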
RAD54 branch – inhibitors of human RAD54 branch migration; Q92698; RAD54 Holliday junction branch migration, FAM/BHQ fluorescence; inhibition, % at 10.4 µM; 360,000 tested, 0.14% active; AID 602329;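 active means mean normalized replicate activity at least 40 and at least half of replicates scoring 40 or more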;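 further: 0% = median of neutral control wells and 100% = median of positive control wells; inhibitors cause a drop in the FAM fluorescence signal; in these data hits start at about 50%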
FN deposition inh – fibronectin deposition inhibition; 350,000 tested, 0.086% active; AID 743247; AH1F fibroblasts, Alexa488-fibronectin deposition fluorescence, overnight; inhibition, % at 12.6 µM;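 active means mean inhibition across replicates of 30% or more, regardless of how many single replicates reach that level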;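 further: positive control wells lacked labelled fibronectin entirely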
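material = AH1F fibroblast monolayer depositing Alexa488-labelled fibronectin into matrix | amount = 10000 AH1F cells/well | buffer or medium = DMEM plus 2% serum, read in PBS | incubation = 1 h cell adhesion before compound, then overnight fibronectin incubation | detection = fluorescence at 485 nm excitation, 525 nm emission | evaluation = percent inhibition as loss of matrix-bound fibronectin fluorescence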
esBAF inh – blocks esBAF chromatin remodeling in mouse ES cells | Bmi1-luciferase knock-in reporter, 24 h; 100% = twice the neutral-well signal | reporter increase, % at 12.5 µM | 350,000 tested, 2% active; in the data active means activation above about 40%;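 further: 0% = median of the plate's neutral control wells and 100% = double that signal; a rise in the Bmi1 reporter signal indicates esBAF inhibition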
S100A4 MyoIIA – blocks human S100A4 binding to myosin IIA peptide. P26447. S100A4/TAMRA-MyoIIA peptide fluorescence polarization. AID 652163. 360,000 tested, 0.14% active. inhibition, % at 10.7 µM;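 active means mean inhibition of at least 70% across replicates, with every replicate also reaching that level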
Target sequence (P26447 whole entry, looked up): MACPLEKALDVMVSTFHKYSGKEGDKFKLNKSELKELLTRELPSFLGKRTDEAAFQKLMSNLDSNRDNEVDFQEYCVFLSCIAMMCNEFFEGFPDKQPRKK
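Test system: S100A4 monomer protein; Medium: HEPES pH 7.2 with CaCl2, KCl, NaCl, DTT, Triton; Probe or stimulus: TAMRA-labelled myosin IIA heavy-chain peptide probe, 5 nM; Doses: one dose per compound; Times: polarization read 5 min after assay mix addition, stable 5–60 min; Benchmarks: neutral control DMSO, positive control TFP.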
Numbers without * were called inactive; · = no result given; & = joins results of further samples.

#	SMILES	RAD52 inh	E-selectin induc	XiGFP reactiv	EWS-Fli block
1	C[C@H]1CCCCO[C@H](CN(C)Cc2ccc(C(=O)O)cc2)[C@@H](C)CN([C@@H](C)CO)C(=O)c2cc(NC(=O)CCC(F)(F)F)ccc2O1	-2	-0.2	0.2	-7
2	NC(=O)Cc1ccc(Nc2nnc(-c3ccc(O)cc3)c3ccccc23)cc1	-9	-1.2	0.0	-5
3	CCCC(=O)Nc1ccc2c(c1)C(=O)N(C)C[C@@H](OC)[C@@H](C)CN[C@H](C)CO2	-7	-0.3	0.3	0
4	O=C1CC(c2cccs2)c2cc3c(cc2N1)OCO3 (stereo not given)	·	2.1	·	·
5	Cc1ccc(-n2ncc3c(NNC(=O)Cc4ccccc4)ncnc32)cc1	-3	·	-0.1	7
6	O=C(NC1CCCCC1)N1CC(=O)N2[C@H](C1)[C@@H](c1ccc(-c3cccc(F)c3)cc1)[C@@H]2CO	23	0.3	0.2	2
7	Cc1ccc(CN2CCN(Cc3cccc(-n4cccn4)c3)CC2CCO)cc1 (stereo not given)	-7	·	0.0	8
8	C[C@H](NC(=O)[C@@H]1CCCN1C(=O)[C@@H]1CCCN1C(=O)c1cccs1)c1ccccc1	-4	-0.1	0.0	9
9	O=C(COC(=O)CNC(=O)c1ccc(Cl)cc1)Nc1ccc(Cl)cc1C(F)(F)F	·	-0.4	-0.2	·
10	N/C(=N\OC(=O)C1CCCCC1)c1ccc(Br)cc1	-4	-0.1	0.1	-77

#	RAD54 branch	FN deposition inh	esBAF inh	S100A4 MyoIIA
1	-1	·	3	2
2	·	4	·	-4
3	6	-4	6	3
4	-5	-5	0	·
5	·	3	·	-2
6	·	·	·	-3
7	6	-2	-4	-2
8	·	1	·	0
9	-1	-6	·	·
10	-10	3	66*	1

Next compounds.
#	SMILES	RAD52 inh	E-selectin induc	XiGFP reactiv	EWS-Fli block
11	COc1ccc(S(=O)(=O)N2CCCOC2CNC(=O)C(=O)NCCc2ccco2)cc1 (stereo not given)	-6	0.1	0.0	-2
12	CSc1ccc(C2c3[nH]c4ccccc4c3CCN2C(=O)c2ccnn2C)cc1 (stereo not given)	-15	·	0.2	-47
13	C[C@@H]1CCCCO[C@@H](CN(C)C(=O)Nc2ccc3c(c2)OCO3)[C@H](C)CN([C@H](C)CO)C(=O)c2cc(NS(C)(=O)=O)ccc2O1	-5	0.1	0.8	-5
14	CCN(CC)S(=O)(=O)c1ccc(N2CCOCC2)c(NC(=O)c2cc3ccccc3o2)c1	-11	0.0	0.0	9
15	Cc1ccc2c(c1)C(O)(c1c(C)[nH]c3ccccc13)C(=O)N2 (stereo not given)	·	·	·	·
16	O=C(CN1C(=O)CSC1=O)Nc1ccc(F)c(F)c1F	·	-0.7	·	·
17	CCCC1C(=O)Nc2ccccc2N1C(=O)c1ccc(C(C)(C)C)cc1 (stereo not given)	-11	0.1	0.1	11
18	CCC[C@@H]1C[C@@]1(CCC)[C@@H](NP(=O)(c1ccccc1)c1ccccc1)c1ccc(C(=O)OC)cc1	-13	-0.1	0.1	21
19	CO[C@H]1CN(C)C(=O)c2ccc(NC(C)=O)cc2OC[C@H](C)N(S(=O)(=O)c2cn(C)cn2)C[C@@H]1C	-11	0.1	-0.1	0
20	CC1CCCC(C)N1CCCNC(=O)C(=O)Nc1ccc2nc3n(c(=O)c2c1)CCCCC3 (stereo not given)	7	-0.3	0.0	·

#	RAD54 branch	FN deposition inh	esBAF inh	S100A4 MyoIIA
11	14	-5	-1	-2
12	·	·	·	10
13	-2	·	-1	10
14	-3	-1	2	-1
15	4&4	2	-7&8	-10
16	2	2	-9	·
17	-6	2	13	-1
18	·	5	·	-1
19	·	3	·	-17
20	-3	0	3	3

Additional compounds follow.
#	SMILES	RAD52 inh	E-selectin induc	XiGFP reactiv	EWS-Fli block
21	CC(=O)c1cccc(NC(=S)NC(=O)Cc2ccccc2)c1	7	·	0.0	0
22	O=C1N/C(=C/c2ccsc2)C(=O)N1c1ccccc1	-6	·	0.2	-40
23	Nc1ccn(C2CCCO2)c(=O)n1 (stereo not given)	0	-1.1	-0.2	-4
24	CN(Cc1ccccc1)C(=O)COC(=O)C1CCN(S(=O)(=O)c2ccc3c(c2)OCCO3)CC1	-20	0.3	0.5	3
25	CCOc1ccc(N2C(=O)c3cccnc3C2Nc2ccc(Cl)cc2)cc1 (stereo not given)	-18	·	·	3
26	CC(C)C(=O)Nc1ccc2c(c1)C(=O)N(C)[C@H]1CC[C@H](CC(=O)Nc3ccccc3)O[C@H]1CO2	-3	0.0	0.0	-4
27	CN(CCC#N)C(=O)COC(=O)C1c2ccccc2Oc2ccccc21	-9	-0.2	0.0	0
28	O=C(Nc1ccc(F)cc1)c1cccc(N2C(=O)c3ccccc3C2=O)c1	-9	·	0.0	-3
29	Cc1nn2c(N3CCN(C)CC3)c3c(nc2c1-c1ccccc1)CCCC3	10	5.4	0.4	0
30	CNCC(O)Cn1c2c(c3ccccc31)CCCC2 (stereo not given)	-12	·	0.1	0

#	RAD54 branch	FN deposition inh	esBAF inh	S100A4 MyoIIA
21	-3	-3	-6	1
22	-13	-1	·	6
23	-8	-1	-1	-30
24	·	1	2	-5
25	-25	·	13	-3
26	-3	-12	1	5
27	-8	2	3	-1
28	·	5	-2	-15
29	7	-12	·	-1
30	·	2	·	0

Next part.
#	SMILES	RAD52 inh	E-selectin induc	XiGFP reactiv	EWS-Fli block
31	Cc1ccccc1NC(=O)CSc1nnc2ccc(-c3ccncc3)nn12	3	4.3	-0.1	-9
32	CCN(CC)S(=O)(=O)c1ccc(N2CCOCC2)c(NC(=O)C(C)Oc2ccc(F)cc2)c1 (stereo not given)	-35	·	0.0	7
33	COCCNC(=O)C1CCCN(C(=O)c2ccc(F)c(C)c2)CC1 (stereo not given)	-18	-0.1	0.5	-3
34	Cc1c(O)ccc(NS(=O)(=O)c2ccccc2)c1C	-1	·	0.0	-6
35	O=C(CN1CCN(Cc2ccccc2)CC1)NCc1ccccc1Cl	-11	·	0.0	-1
36	O=c1[nH]nc(-c2ccc(F)cc2)cc1Cc1ccc(F)cc1	-6	8.8	0.3	-1
37	CCCCc1ccc(-c2csc(/C(C#N)=C\c3ccco3)n2)cc1	-16	·	0.1	-36
38	O=C(C[C@H]1CC[C@@H]2NC[C@@H](O)COC[C@H]2O1)NCc1ccc(Oc2ccccc2)cc1	19	0.2	0.1	7
39	O=C(Nc1ccc2c(c1)[C@@H]1C[C@H](CC(=O)N3CCCCC3)O[C@H](CO)[C@@H]1O2)C1CCOCC1	9	3.7	0.0	3
40	C[C@@H]1CCCCO[C@H](CN(C)S(=O)(=O)c2cn(C)cn2)[C@@H](C)CN([C@@H](C)CO)C(=O)c2cc(NC(=O)c3ccccc3)ccc2O1	0	-0.2	0.4	-11

#	RAD54 branch	FN deposition inh	esBAF inh	S100A4 MyoIIA
31	-8	14	-1	1
32	1	7	3	-3
33	3	7	-3	-4
34	·	·	-2	-1
35	0	17	-3	-4
36	7	6	2	0
37	·	-5	·	-8
38	0	2	0	-1
39	3	·	-2	7
40	-8	17	5	2

Reformatted with one line to a screen: 11 of the compounds above.
[27] CN(CCC#N)C(=O)COC(=O)C1c2ccccc2Oc2ccccc21
[28] O=C(Nc1ccc(F)cc1)c1cccc(N2C(=O)c3ccccc3C2=O)c1
[29] Cc1nn2c(N3CCN(C)CC3)c3c(nc2c1-c1ccccc1)CCCC3
[30] CNCC(O)Cn1c2c(c3ccccc31)CCCC2 (stereo not given)
[31] Cc1ccccc1NC(=O)CSc1nnc2ccc(-c3ccncc3)nn12
[32] CCN(CC)S(=O)(=O)c1ccc(N2CCOCC2)c(NC(=O)C(C)Oc2ccc(F)cc2)c1 (stereo not given)
[33] COCCNC(=O)C1CCCN(C(=O)c2ccc(F)c(C)c2)CC1 (stereo not given)

assay / entry | 27 | 28 | 29 | 30 | 31 | 32 | 33
RAD52 inh | -9 | -9 | 10 | -12 | 3 | -35 | -18
E-selectin induc | -0.2 | · | 5.4 | · | 4.3 | · | -0.1
XiGFP reactiv | 0.0 | 0.0 | 0.4 | 0.1 | -0.1 | 0.0 | 0.5
EWS-Fli block | 0 | -3 | 0 | 0 | -9 | 7 | -3
RAD54 branch | -8 | · | 7 | · | -8 | 1 | 3
FN deposition inh | 2 | 5 | -12 | 2 | 14 | 7 | 7
esBAF inh | 3 | -2 | · | · | -1 | 3 | -3
S100A4 MyoIIA | -1 | -15 | -1 | 0 | 1 | -3 | -4

[34] Cc1c(O)ccc(NS(=O)(=O)c2ccccc2)c1C
[35] O=C(CN1CCN(Cc2ccccc2)CC1)NCc1ccccc1Cl
[36] O=c1[nH]nc(-c2ccc(F)cc2)cc1Cc1ccc(F)cc1
[37] CCCCc1ccc(-c2csc(/C(C#N)=C\c3ccco3)n2)cc1

assay / entry | 34 | 35 | 36 | 37
RAD52 inh | -1 | -11 | -6 | -16
E-selectin induc | · | · | 8.8 | ·
XiGFP reactiv | 0.0 | 0.0 | 0.3 | 0.1
EWS-Fli block | -6 | -1 | -1 | -36
RAD54 branch | · | 0 | 7 | ·
FN deposition inh | · | 17 | 6 | -5
esBAF inh | -2 | -3 | 2 | ·
S100A4 MyoIIA | -1 | -4 | 0 | -8

Following part.
#	SMILES	RAD52 inh	E-selectin induc	XiGFP reactiv	EWS-Fli block
41	COC(=O)c1ccc(NS(=O)(=O)c2ccc3c(c2)n(C)c(=O)n3C)cc1	-14	1.1	0.0	-13
42	COc1ccc(C(=O)Nc2nncs2)cc1S(=O)(=O)N1CC(c2ccccc2)CC1=O (stereo not given)	-13	-0.1	0.2	9
43	C[C@H]1CN([C@@H](C)CO)C(=O)CCCn2nncc2CO[C@H]1CN(C)C(=O)Nc1ccc(N2CCCCC2)cc1	-26&-10	0.0&0.0	-0.1&0.3	6&-3&1
44	C[C@H](CO)N1C[C@H](C)[C@H](CN(C)Cc2ccc3c(c2)OCO3)Oc2ccc(NC(=O)CCC(F)(F)F)cc2CC1=O	7	-0.1	0.4	-2
45	COc1ccc(-c2cccc(NS(=O)(=O)c3cccc([N+](=O)[O-])c3)c2)nn1	-7	6.5	0.3	-11
46	CCC1CCc2sc(C(=O)N(C)CC(=O)Nc3cccc(OC)c3)cc2C1 (stereo not given)	-4	·	-0.1	1
47	Fc1ccc(C2CCCN2Cc2nc(Cc3ccccc3)no2)cc1 (stereo not given)	-10	8.2	0.0	-2

#	RAD54 branch	FN deposition inh	esBAF inh	S100A4 MyoIIA
41	4	3	-3	-5
42	-3	15	-9	-3
43	3&1&2	5&5	-3&-6&-2	-29&-30&-2
44	-1	·	-4	1
45	-1	5	0	15
46	-2	-4	1	1
47	·	-5	-5	-4
